PglD inh – inhibitors of Campylobacter jejuni PglD acetyltransferase | hit rate 0.098% among 360,000 | purified PglD enzyme, DTNB colorimetric CoA detection | inhibition, % at 12.5 µM | AID 602405; in the data active means inhibition above about 16%, passing the limit was not always enough; further: strong numbers were not always called active
PGC1a acetyl inh – PGC1a acetylation modulation, inhibitor mode. hit rate 0.17% among 350,000. U2OS PGC1a acetylation, AlphaScreen anti-acetyl-lysine; with virally co-expressed GCN5 acetyltransferase. inhibition, % at 15.6 µM;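 active means every replicate shows inhibition of at least 40%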;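 further: 0% = neutral control wells and 100% = positive control wells; some results beyond the cut were filed as inactive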
Active calls of the source: *. An excerpt; rates above refer to the full screens.

A first look, five compounds:
PglD inh,PGC1a acetyl inh,Molecule
1,4,Cc1nc2ccccc2n1CC(O)Cn1c(C(F)(F)F)nc2ccccc21 (configuration not stated)
0,5,O=C(NCCc1ccccc1)C1CCN(S(=O)(=O)c2ccccc2)CC1
-6,0,CC(C)(C)NS(=O)(=O)c1ccc2nc(NC(=O)Cc3cccs3)sc2c1
3,-3,O=C(c1ccco1)N1CCN(CC(=O)N(C2CCCCC2)C2CCS(=O)(=O)C2)CC1 (configuration not stated)
-1,8,COC(=O)C1=C(C)N(CC2CCCO2)C(=O)/C1=C\c1ccc(O)cc1 (configuration not stated)

Main list, from the first entry:
PglD inh,PGC1a acetyl inh,Molecule
1,4,Cc1nc2ccccc2n1CC(O)Cn1c(C(F)(F)F)nc2ccccc21 (configuration not stated)
0,5,O=C(NCCc1ccccc1)C1CCN(S(=O)(=O)c2ccccc2)CC1
-6,0,CC(C)(C)NS(=O)(=O)c1ccc2nc(NC(=O)Cc3cccs3)sc2c1
3,-3,O=C(c1ccco1)N1CCN(CC(=O)N(C2CCCCC2)C2CCS(=O)(=O)C2)CC1 (configuration not stated)
-1,8,COC(=O)C1=C(C)N(CC2CCCO2)C(=O)/C1=C\c1ccc(O)cc1 (configuration not stated)
-2,-4,CN(C)c1cc(=O)n2c(n1)SCCC2
-2,-13,CC(=O)c1cc2c(cc1NS(=O)(=O)c1ccc(C)cc1)OCCO2
-1,5,CCOc1ccccc1-c1nc(SCC(=O)O)n[nH]1
3,4,CCOC(=O)c1sc(N)nc1C(C)C
4,10,CCOC(=O)c1c(NC(=O)CNCC(O)CO)sc(C)c1C (configuration not stated)

(next part)
PglD inh,PGC1a acetyl inh,Molecule
-3,47,O=C(c1cccc(F)c1)N1CCN(S(=O)(=O)c2ccccc2)CC1
0,-6,Cc1ccc(SCCNC(=O)c2cccc([N+](=O)[O-])c2C)cc1
-14,-7,Cc1ccc(C(=O)Nc2ccccc2C(=O)NCc2ccccc2)cc1
-2,-9,O=C(Cn1cnc([N+](=O)[O-])c1)Nc1cc(Oc2ccc(Cl)cc2Cl)cc([N+](=O)[O-])c1
-3,-76,COc1ccc(NC(=O)N(C2CCCCC2)C2CCN(C(C)C)CC2)c(OC)c1
-3,-1,COc1ccc(C(=O)Nc2ccc(S(=O)(=O)NC(C)C)cc2)cc1
2,11,O=C1CC(N2CCN(c3ccc(O)cc3)CC2)C(=O)N1Cc1cccs1 (configuration not stated)
-1,-7,Cc1ccc(C(=O)c2nc3c(n2O)CCCC3)cc1
-7,20,CCC(=O)N1c2ccc(C)cc2C2=NNC(=S)NC21O (configuration not stated)
-1,-6,COc1ccc(N2CCN(c3nc4c(c(=O)n(C)c(=O)n4C)n3CCCc3ccccc3)CC2)cc1

Other compounds follow.
PglD inh,PGC1a acetyl inh,Molecule
-1,7,CC1CCCCN1c1ncnc2ccccc12 (configuration not stated)
-9,-10,CCn1c(SCC(=O)Nc2cccc(NC(=O)c3cccs3)c2)nnc1-c1ccncc1
1,-12,CC(C)(C)Nc1nc(Oc2ccc(=O)n(-c3ccccc3)n2)nc(N2CCOCC2)n1
18,-18,CC1CCCN(C(=O)C2CCN(CC(C)c3ccccc3)CC2)C1 (configuration not stated)
-3,-1,Cn1c(/N=C/c2c[nH]c3ccccc23)nc2ccccc21
6,-5,Cc1cc(C)n2nc(C(=O)OCC(=O)Nc3ccc4c(c3)OCO4)nc2n1
-1,3,COc1ccccc1N(CC(=O)N/N=C/c1ccc(OCC(=O)NCc2ccco2)cc1)S(=O)(=O)c1ccc(C)cc1
5,-2,Cc1ccc(C(=O)Nc2ccc3c(c2)OCO3)cc1S(=O)(=O)N1CCCC1
-2,-1,COc1ccc(C)cc1N(CC(=O)NC1CCCC1)C(=O)CCC(=O)Nc1cc(C)on1
5,8,Cc1ccc2cc(CN(CCCN3CCOCC3)C(c3nnnn3Cc3ccco3)C(C)C)c(=O)[nH]c2c1C (configuration not stated)

(further entries)
PglD inh,PGC1a acetyl inh,Molecule
-2,-10,O=C(NC(Cc1c[nH]c2ccccc12)c1nnc2n1CCCCC2)c1ccccc1 (configuration not stated)
-1,-2,Cc1cc(Br)ccc1OCCCCNCCO
-1,5,CCOC(=O)CC(=O)CSc1nc2c(cc1C#N)CCCCC2
-1,-1,Cn1c(N)c(C(=O)c2cc(-c3ccccc3)nc3ccccc23)c(=O)n(C)c1=O
7,16,CC(C)CNS(=O)(=O)c1ccc(CCC(=O)Nc2ccc3c(c2)OCO3)cc1
5,-3,COc1ccc(/C=N/N2CCN(c3ccncc3S(=O)(=O)N3CCCCC3)CC2)cc1
-3,1,CC1CCN(CC(=O)Nc2sc3c(c2C#N)CCC3)CC1
3,6,CC(C)C(=O)Nc1nnn(C)n1
4,-20,CCOc1cc(-c2ccccc2)nc(N)n1
-3,-3,COc1cc(-c2ncc3ccccn23)cc(OC)c1OC

(further entries)
PglD inh,PGC1a acetyl inh,Molecule
-2,1,Cn1c(=O)n(CC(N)=O)c2ccccc21
-1,6,CC(C)n1c(=S)[nH]c2ccccc2c1=O
3,4,CCOC(=O)c1c(NC(=O)Cc2cccs2)sc(C(=O)NC2CCCCC2)c1C
-3,-6,O=C(OCC(=O)N1c2ccccc2Sc2ccccc21)C1CC(=O)N(Cc2ccco2)C1 (configuration not stated)
-5,2,Cc1ccc(-c2nc3ncccn3c2NC(=O)C2CC2)cc1
9,-15,CCOC(=O)N1CCN(C(=O)CN(Cc2ccc(Cl)cc2)S(C)(=O)=O)CC1
4,11,CCOC(=O)C1CCCN(c2c(NCCCN(C)Cc3ccccc3)c(=O)c2=O)C1 (configuration not stated)
-3,-15,Cc1cc(NC(=O)c2cc(Cl)ccc2Cl)no1
2,-1,O=C(O)C1CSC2(c3ccc4c(c3)OCCO4)CCC(=O)N12 (configuration not stated)
-2,4,O=C(NCc1ccccn1)c1cc2ccccc2oc1=O

Next section:
PglD inh,PGC1a acetyl inh,Molecule
-2,-2,COc1cccc(OC)c1OCCNC(C)(C)C
6,-3,CC(C)OC(=O)c1cccnc1SCc1cc(=O)n2ccccc2n1
6,2,O=C(CN1C2=NCCCN2c2ccccc21)c1cccs1
0,7,CCCOc1ccc(/C(O)=C2/C(=O)C(=O)N(CCN(C)C)C2c2ccc(OC)c(OC)c2)cc1 (configuration not stated)
1,2,Cc1ccc(S(=O)(=O)N2CCN(C(=O)c3cc4c(C)nn(-c5ccccc5)c4s3)CC2)cc1
-2,49,COC(=O)CC1SC(=O)NC1=Nc1ccc(OC)cc1 (configuration not stated)
-2,-6,CC(C)NC(=O)CSc1nnc(C2CC2)n1-c1ccccc1
-4,5,CN(/N=C/c1cccs1)c1cc(=O)n(C)c(=O)[nH]1
4,-17,CCOC(=O)c1oc2ccccc2c1CSc1nnnn1-c1ccccc1
1,8,Cc1cc(N/C=C/C(=O)c2cccc3ccccc23)no1

Full records, looked up by structure. Values in the order: PglD inh | PGC1a acetyl inh
O=C(OCC(=O)N1c2ccccc2Sc2ccccc21)C1CC(=O)N(Cc2ccco2)C1 (configuration not stated) is listed as -3 | -6
COc1cc(-c2ncc3ccccn23)cc(OC)c1OC is listed as -3 | -3
Cn1c(/N=C/c2c[nH]c3ccccc23)nc2ccccc21 is listed as -3 | -1
CN(/N=C/c1cccs1)c1cc(=O)n(C)c(=O)[nH]1 is listed as -4 | 5
CC1CCN(CC(=O)Nc2sc3c(c2C#N)CCC3)CC1 is listed as -3 | 1

5 of the entries above in order of the PglD inh value, ascending:
PglD inh,PGC1a acetyl inh,Molecule
-4,5,CN(/N=C/c1cccs1)c1cc(=O)n(C)c(=O)[nH]1
-2,-6,CC(C)NC(=O)CSc1nnc(C2CC2)n1-c1ccccc1
0,7,CCCOc1ccc(/C(O)=C2/C(=O)C(=O)N(CCN(C)C)C2c2ccc(OC)c(OC)c2)cc1 (configuration not stated)
1,2,Cc1ccc(S(=O)(=O)N2CCN(C(=O)c3cc4c(C)nn(-c5ccccc5)c4s3)CC2)cc1
4,-17,CCOC(=O)c1oc2ccccc2c1CSc1nnnn1-c1ccccc1

Further structures.
PglD inh,PGC1a acetyl inh,Molecule
1,4,CCOC(=O)c1[nH]c2ccc(OC)cc2c1NC(=O)CCN1CCc2ccccc2C1
4,-21,COc1ccc(S(=O)(=O)N2CCCC(C(=O)NC3CCCCC3)C2)cc1 (configuration not stated)
0,0,CCC(=O)Nc1cccc(NC(=S)NC(=O)c2ccccc2Cl)c1
8,11,COC(=O)NNC(=O)c1ccc(C)cc1
2,3,O=C(OCc1c(Cl)cccc1Cl)c1cnccn1
1,2,COC(=O)N/N=C(\C)c1ccc(Br)cc1
-3,3,CC1CCN(C(=O)N[C@@H](Cc2ccccc2)C(=O)O)CC1
2,-7,CC(C)COc1ccccc1C(=O)NC(CO)C(=O)O (configuration not stated)
-2,-4,CCC(c1nnnn1Cc1ccco1)N1CCN(c2cc(Cl)ccc2C)CC1 (configuration not stated)
-3,-7,Cc1cccc(C)c1NC(=O)CSc1nnnn1-c1ccc(C(=O)O)cc1

Following part.
PglD inh,PGC1a acetyl inh,Molecule
1,11,CC(C)OC(=O)Cn1cnc2ccc(Br)cc2c1=O
0,7,Cc1ccccc1C(=O)Nc1ccc(C(=O)NNC(=O)CCCOc2ccc(Cl)cc2Cl)cc1
3,-5,COCCCn1c(SCC(=O)Nc2ccc(NC(=O)c3ccco3)c(OC)c2)nc2ccccc2c1=O
-2,-10,COC(=O)C1=C(C)N=C2SCCC(=O)N2C1c1cc(Br)ccc1OC (configuration not stated)
9,-13,O=C(C1=C(O)C(=O)N(CCCN2CCOCC2)C1c1ccccn1)c1cc2ccccc2o1 (configuration not stated)
3,10,C/C(=N/NS(=O)(=O)c1ccc(Cl)cc1)c1cccc(NC(=O)c2ccc(Cl)cc2Cl)c1
-4,-3,Cc1ccc(Oc2ccc(-c3nc(N)nc(N)n3)cc2)cc1
4,-9,COc1ccc(CCNC(=O)NC(C(F)(F)F)C(F)(F)F)cc1OC
-5,-5,COc1ccc(CNC(=O)COC(=O)c2n[nH]c3ccccc23)cc1
-2,16,CC12CN(C(=O)c3ccco3)CC(c3ccccc3)(CN(C(=O)c3ccco3)C1)C2=O

The list continues.
PglD inh,PGC1a acetyl inh,Molecule
1,2,O=C(CCN1C(=O)c2ccccc2C1=O)N1CCN(C(=O)c2ccccc2)CC1
0,2,COc1cccc(OCc2cc(/C=N/NC(=O)c3ccn[nH]3)ccc2OC)c1
-4,-11,CCSc1nc2nc(C)cc(C)n2n1
3,10,COc1ccc(C2C(=O)N(CCc3ccccc3)CC(=O)N2C2CCCCC2)cc1 (configuration not stated)
-2,-26,CC12CCC(C(=O)N(Cc3ccccc3)Cc3ccccc3)(OC1=O)C2(C)C (configuration not stated)
-3,2,COc1cccc(C(C(=O)NC2CCCC2)N(Cc2ccccc2OC)C(=O)c2ccco2)c1 (configuration not stated)
8,-19,O=C1NCCCC2c3c(cc(Br)c(O)c3Br)OC12N1CCCCC1 (configuration not stated)
-11,0,N/C(CSc1nc(-c2ccccc2)c(-c2ccccc2)o1)=N\O
0,14,CC1CCCCN1C(=O)CSc1nc2ccccc2n1CC(=O)N1CCc2ccccc21 (configuration not stated)
-4,14,COc1ccc(CCNC(=O)Cn2cnc3c(nnn3Cc3ccc(C)cc3)c2=O)cc1OC

Remaining list, next part:
PglD inh,PGC1a acetyl inh,Molecule
-3,-1,CC(=O)N1CCN(c2nnnn2-c2ccccc2)CC1
4,14,Cc1cc2c3c(c1C)C1(C(=O)N3C(C)(C)CC2C)C(C#N)=C(N)OC2=C1C(=O)CC(C)(C)C2 (configuration not stated)
4,5,Nc1c(N2CCCC2)cc(Cl)c2nonc12
6,13,COc1ccc2[nH]cc(CCN3C(=O)CCC3=O)c2c1
-4,-3,CCN(CC)c1ccc(NC(=O)Nc2ccccc2C(F)(F)F)cc1
11,2,Cc1ccc(Nc2cc(-n3nc(C)cc3C)ncn2)c(C)c1
3,-2,COc1ccc(S(=O)(=O)N2CCN(Cc3cccc(Cl)c3)CC2)cc1
-2,7,O=C(NCc1ccc2c(c1)OCO2)C1(S(=O)(=O)c2ccccc2)CC1
5,5,CN1C(=O)[C@H]2[C@@H](c3ccc(F)cc3)N3C(=O)c4ccccc4NC(=O)[C@@]3(C)[C@H]2C1=O
-2,1,CN1CCN(CC(=O)Nc2ccc(Oc3ccccc3)cc2)CC1

Continuation:
PglD inh,PGC1a acetyl inh,Molecule
5,-4,CCOc1ccc(-c2noc(=O)[nH]2)cc1
-3,-7,COc1ccc(N2CCN(C(c3ccccc3OC)c3nnnn3Cc3ccco3)CC2)cc1 (configuration not stated)
6,10,CON(C)C(=O)CCC1CCCN1C(=O)OC(C)(C)C (configuration not stated)
-5,-12,O=C(c1ccccc1)c1ccc(C(=O)N2CCN(c3ccc(F)cc3)CC2)o1
-4,-15,CCc1ccc2[nH]c(=O)c(CN(CCCN3CCOCC3)C(=O)Nc3ccccc3)cc2c1
7,-8,Cc1cc(C)c2cc(CN(Cc3ccco3)C(=O)NCc3ccccc3)c(=O)[nH]c2c1
-6,2,CC(=O)c1ccc2c(c1)C1C=CCC1C(c1ccncc1)N2 (configuration not stated)
2,3,Cc1cc(C)cc(NC(=O)CSc2nnc(-c3ccc(S(=O)(=O)N4CCCC4)cc3)o2)c1
